rTrxR1 inhibitor = blocks rat thioredoxin reductase 1 | recombinant rTrxR1, NADPH fluorescence consumption, selenite substrate | Potency, µM (top dose mostly 114 µM), for the others: top-dose activity change, negative = inhibition, actives largely listed as inhibitors | O89049 | hit rate 1% among 390,000; note: potency is the fitted concentration of half-maximal effect; % is set by controls: 0 for no effect and ±100 for the full control effect; nearly all actives have a fitted effect of over 65% in size
Target sequence (O89049 whole entry, looked up): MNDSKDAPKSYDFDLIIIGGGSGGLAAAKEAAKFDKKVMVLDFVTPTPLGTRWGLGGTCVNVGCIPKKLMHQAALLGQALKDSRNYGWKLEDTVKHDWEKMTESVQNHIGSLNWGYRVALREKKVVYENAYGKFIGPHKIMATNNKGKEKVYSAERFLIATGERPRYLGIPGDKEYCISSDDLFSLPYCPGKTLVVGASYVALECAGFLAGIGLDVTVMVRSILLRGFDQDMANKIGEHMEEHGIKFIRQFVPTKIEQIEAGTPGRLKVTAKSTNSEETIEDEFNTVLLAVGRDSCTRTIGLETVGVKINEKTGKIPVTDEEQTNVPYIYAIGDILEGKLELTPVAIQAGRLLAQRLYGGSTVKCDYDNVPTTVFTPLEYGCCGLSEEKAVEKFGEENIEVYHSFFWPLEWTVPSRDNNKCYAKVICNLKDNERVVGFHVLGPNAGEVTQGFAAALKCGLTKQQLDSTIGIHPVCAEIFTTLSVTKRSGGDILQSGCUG
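Rat TrxR1 (90 nM in the dispensed reagent) was pre-reduced with 400 uM NADPH for 5 min at room temperature, then incubated with compound for 15 min. After 400 uM selenite was added, NADPH fluorescence (Ex 340/Em 450 nm) was followed for 8 min.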
GLS inhibitor = inhibitors of human glutaminase (GLS). AID 624170. GLS enzymatic activity, qHTS titration. Potency, µM (series often up to 45.5 µM), inactives show at the top dose activity change, negative = inhibition, most hits filed as inhibitors. hit rate 0.21% among 410,000. O94925; note: potency is the fitted concentration of half-maximal effect; % is set by controls: 0 for no effect and ±100 for the full control effect
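hKGA in 45 mM KH2PO4 (pH 8.2), 0.02% Tween-20 with compound, then 1mM L-Glutamine (stock as added) plus glutamate oxidase/HRP/Amplex red coupling mix. Fluorescence read initially and after 30 min at RT; signal change reflects glutamate formation.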
HP1b binding inh = inhibitors of HP1-beta chromodomain binding to methylated histone tails | Potency, µM (doses to about 114 µM), inactives show at the highest dose activity change, negative = inhibition, hits mostly inhibitors | AlphaScreen HP1-beta / biotin-H3K9me3 peptide binding | P83916 | hit rate 0.56% among 390,000; note: potency is the fitted concentration of half-maximal effect; nearly all actives have a fitted effect of over 70% in size; inactives centre near 23
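HP1-beta protein (50 nM final) preincubated 30 min at room temperature with biotinylated H3(1-18)K9me3 peptide (50 nM) in PBS pH 7.4, 0.01% Tween-20, then compound added for 30 min. AlphaScreen streptavidin donor/nickel chelate acceptor beads (10 ug/mL final), 30 min dark, luminescence read.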
PI4K2A inh = PI4K2A (human) kinase inhibition. Q9BTU6. purified PI4K2A, ADP-Glo luminescence, 1 h; hits give low values. activity change, negative = inhibition, % at 76.9 µM. hit rate 0.13% among 420,000; in the data active = activity change below about -50%; inconclusive = mostly about -30% to -49%;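 note: -100% = wells without enzyme as full effect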
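ADP-Glo luminescence measured ADP generated by PI4K2A enzyme (4 ug/mL before mixing) with 1.2 mM PI substrate (pre-mix) and 300 microM ATP (pre-mix). Tris pH7.5 buffer with MgCl2, Triton X-100; 1 h reaction at ambient temperature.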
IDH1 R132H inh = inhibitors of human mutant IDH1 R132H. O75874. IDH1-R132H enzyme, NADPH consumption, diaphorase/resazurin fluorescence. Potency, µM (doses to about 76.6 µM), inactives show top-dose activity change, negative = inhibition, hits mostly inhibitors. hit rate 0.093% among 390,000. AID 602179; note: potency is the fitted concentration of half-maximal effect; % is set by controls: 0 for no effect and ±100 for the full control effect; nearly all actives have a fitted effect of over 65% in size
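IDH1-R132H (0.5 ug/mL dispensed) in pH 7.5 Tris buffer was preincubated 30 min with compound, then given a substrate mix of 0.016 mM NADPH and 2 mM alpha-KG for 80 min at room temperature; remaining NADPH was read by diaphorase/resazurin fluorescence.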
PGK inhibitor = blocks T. brucei phosphoglycerate kinase. PGK/GAPDH coupled, Kinase-Glo luminescence, 60 min. Potency, µM (series often up to 57.5 µM), without a hit: at the top dose activity change, negative = inhibition, most hits filed as inhibitors. hit rate 0.043% among 380,000. AID 602233; note: potency is the fitted concentration of half-maximal effect; % is set by controls: 0 for no effect and ±100 for the full control effect; nearly all actives have a fitted effect of over 60% in size
Target sequence (P07378 whole entry, looked up): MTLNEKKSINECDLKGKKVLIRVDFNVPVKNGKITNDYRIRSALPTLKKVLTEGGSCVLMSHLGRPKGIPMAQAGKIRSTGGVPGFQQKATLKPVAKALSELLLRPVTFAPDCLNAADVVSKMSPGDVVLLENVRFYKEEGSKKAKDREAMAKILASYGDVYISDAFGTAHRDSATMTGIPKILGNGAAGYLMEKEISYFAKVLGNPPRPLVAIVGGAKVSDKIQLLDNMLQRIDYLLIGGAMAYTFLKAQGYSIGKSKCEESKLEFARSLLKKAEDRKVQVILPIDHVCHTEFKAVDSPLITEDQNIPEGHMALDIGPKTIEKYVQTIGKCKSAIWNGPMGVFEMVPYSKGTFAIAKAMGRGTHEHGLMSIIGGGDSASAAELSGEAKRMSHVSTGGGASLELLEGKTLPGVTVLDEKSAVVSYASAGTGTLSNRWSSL
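Recombinant glycosomal PGK reaction used 1,3-bisphosphoglycerate generated in-well by GAPDH (100nM final) in 100mM TEA pH 7.6, 5mM MgCl2, 0.01% Tween-20. After 60 minutes at room temperature, ATP was read by Kinase-Glo Plus luminescence end-point.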
TrxR1 substrate = substrates of rat thioredoxin reductase 1. Potency, µM (doses to about 114 µM), without a hit: at the top dose activity change, negative = substrate turnover. O89049. hit rate 0.01% among 390,000. purified TrxR1 substrate turnover, NADPH consumption readout; note: potency is the fitted concentration of half-maximal effect; % is set by controls: 0 for no effect and ±100 for the full control effect; nearly all actives have a fitted effect of over 50% in size
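Rat TrxR1, dispensed at 90 nM, was prereduced with 400 uM NADPH (final) for 5 min at ~22 deg C, then incubated with compound 15 min before 400 uM selenite. A first-read NADPH fluorescence drop versus no-compound background flagged substrates.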
USP1 inh = inhibitors of human USP1/UAF1 deubiquitinase | O94782 | recombinant USP1/UAF1, Ub-Rhodamine cleavage fluorescence | Potency, µM (titrated, usually from 57.1 µM), for the others: at the highest dose activity change, negative = inhibition, actives largely listed as inhibitors | hit rate 0.23% among 390,000 | AID 743255; note: potency is the fitted concentration of half-maximal effect; % is set by controls: 0 for no effect and ±100 for the full control effect; nearly all actives have a fitted effect of over 60% in size; inactives centre near -12
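High-throughput fluorogenic screen: 1nM USP1/UAF1 complex, Ub-Rho substrate 150nM final, 50mM HEPES pH 7.8 with 0.5mM EDTA, 0.1 mg/ml BSA, 1mM TCEP and 0.01% Tween-20.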
Pin1 inhibitor = human Pin1 inhibition; Q13526; Pin1 FP peptide displacement, HiFluor488, 10 min; Potency, µM (highest dose often 115 µM), without a hit: at the top dose activity, negative = inhibition, most hits filed as inhibitors; hit rate 0.009% among 390,000; AID 504891; active = well fitted inhibition curve with a large enough effect in the polarisation, with a control signal flat, not every such curve was filed as active; inconclusive = small, poorly fitted or top-dose-only effect, or effect the other way, or a change in a side signal; inactive = no such curve, though single readings can be large or run the other way; the % refers to the polarisation; note: potency is the fitted concentration of half-maximal effect; % is set by controls: 0 for no effect and ±100 for the full control effect
* hit, by the source's call; [ ] = dose if it differs, or a comment. Unless noted, calls come from the whole dose curve; as a rule, active = well fitted curve in the direction sought with a large enough effect; inconclusive = small, poorly fitted or top-dose-only effect, or another doubt; inactive = no such curve, though single readings can be large; an effect the other way counts as inactive or inconclusive. An excerpt, so the mix of outcomes need not match the whole.

Screening CCOC(=O)C1Cn2c(nc3c(c2=O)C2(CCCC2)Cc2ccccc2-3)S1 (centres undefined) returned rTrxR1 inhibitor 23%, GLS inhibitor 5%, HP1b binding inh 42%[activator], PI4K2A inh -1, IDH1 R132H inh -1%, PGK inhibitor 1%, TrxR1 substrate 11%[57.1 µM], USP1 inh -4% and Pin1 inhibitor 0%.
Screening CC(C)=CCC/C(C)=C/CC/C(C)=N/O returned rTrxR1 inhibitor -8%, GLS inhibitor 9%, HP1b binding inh 43%, PI4K2A inh 8, IDH1 R132H inh 5%, PGK inhibitor 4%, TrxR1 substrate -6%, USP1 inh -21% and Pin1 inhibitor -1%.
For O=C(CN1CCN(c2ccccc2O)CC1)Nc1ccccc1C(=O)NCCc1ccccc1 the results were rTrxR1 inhibitor 16%, GLS inhibitor 24%, HP1b binding inh 13%, PI4K2A inh -6, IDH1 R132H inh 11%, PGK inhibitor inactive, TrxR1 substrate 4%, USP1 inh -25% and Pin1 inhibitor 1%.
`O=c1c2[nH]c3ccc(Cl)cc3c2ncn1Cc1ccccn1` gave rTrxR1 inhibitor 14%, GLS inhibitor 11%, HP1b binding inh 34%, PI4K2A inh 3, IDH1 R132H inh 6%, PGK inhibitor 8%, TrxR1 substrate 4%, USP1 inh -10% and Pin1 inhibitor 12%.
`O=C(NC1CCCCCCC1)c1ccc(CNc2c(N3CCOCC3)c(=O)c2=O)cc1` gave rTrxR1 inhibitor 13%, GLS inhibitor 20%, HP1b binding inh 35%, PI4K2A inh 5, IDH1 R132H inh 5%, PGK inhibitor 0%, TrxR1 substrate 1%, USP1 inh -10% and Pin1 inhibitor 5%.
Screening CCn1c(=O)c(-c2ccccc2)c(O)c2ccccc21 returned rTrxR1 inhibitor -4%, GLS inhibitor 3%, HP1b binding inh 36%, PI4K2A inh 1, IDH1 R132H inh 8%, PGK inhibitor -5%, TrxR1 substrate -5%, USP1 inh -7% and Pin1 inhibitor -1%.
Screening O=C(CNC(=O)c1cccs1)NCC(=O)OCc1ccc(F)cc1 returned rTrxR1 inhibitor 29%, GLS inhibitor 1%, HP1b binding inh 33%, PI4K2A inh 2, IDH1 R132H inh 7%, TrxR1 substrate 5%, USP1 inh 1% and Pin1 inhibitor -4%.
Screening COc1cc(OC)c(NC(=O)Nc2nnc(N(C)C3CCCCC3)s2)cc1Cl returned rTrxR1 inhibitor 10%, GLS inhibitor -10%, HP1b binding inh 28%, PI4K2A inh 1, IDH1 R132H inh -9%, PGK inhibitor -10%, TrxR1 substrate -1%, USP1 inh inconclusive and Pin1 inhibitor 4%.
Screening CN(C)CC(O)COc1ccc(C(C)(C)c2ccc(OCC(O)CN(C)C)cc2)cc1 (centres undefined) returned rTrxR1 inhibitor -9%, GLS inhibitor 16%, HP1b binding inh -1%, PI4K2A inh 1, IDH1 R132H inh 0%, PGK inhibitor inactive, TrxR1 substrate -6%, USP1 inh -8% and Pin1 inhibitor 1%.
For CCCC(=O)NCc1cc(-c2nn(C)c(=O)c3ccccc23)ccc1C the results were rTrxR1 inhibitor 24%, GLS inhibitor 3%, HP1b binding inh 31%, PI4K2A inh -8, IDH1 R132H inh 7%, PGK inhibitor 0%, TrxR1 substrate 12%, USP1 inh -18% and Pin1 inhibitor 10%.
CC(=O)c1cccc(NC(=O)COC(=O)COc2c(Cl)cc(Cl)c3ccc(C)nc23)c1 was read as rTrxR1 inhibitor -1%, GLS inhibitor 6%, HP1b binding inh 21%, PI4K2A inh 2, IDH1 R132H inh 7%, PGK inhibitor -2%, TrxR1 substrate 5%, USP1 inh -5% and Pin1 inhibitor 16%.
`COc1ccc(N2CCN(C(=O)CCc3nc(-c4ccc(C)cc4)no3)CC2)cc1` gave rTrxR1 inhibitor -4%, GLS inhibitor 24%, HP1b binding inh 6%, PI4K2A inh -5, IDH1 R132H inh 7%, PGK inhibitor 2%, TrxR1 substrate -6%, USP1 inh -26% and Pin1 inhibitor inconclusive.
`COc1cc2c(cc1NC(=O)COC(=O)/C=C/c1ccc([N+](=O)[O-])cc1)oc1ccccc12` gave rTrxR1 inhibitor 6%, GLS inhibitor -2%, HP1b binding inh 18%, PI4K2A inh 2, IDH1 R132H inh -5%, PGK inhibitor 0%, TrxR1 substrate 1%, USP1 inh -4% and Pin1 inhibitor 1%.
Screening COc1ccc(-n2c(=S)[nH]c3cc(C(=O)NCCCN4CCCC4=O)ccc3c2=O)c(OC)c1 returned rTrxR1 inhibitor -25%, GLS inhibitor -7%, HP1b binding inh 50%[activator], PI4K2A inh -9, IDH1 R132H inh 6%, PGK inhibitor 0%, TrxR1 substrate 0%, USP1 inh -12% and Pin1 inhibitor 0%.
`O=C1NC[C@@H](Cc2cccc3ccccc23)N(CC2CCCCC2)C1=O` gave rTrxR1 inhibitor 15%[57.1 µM], GLS inhibitor 1%, HP1b binding inh 24%, PI4K2A inh 0, IDH1 R132H inh -8%, PGK inhibitor 7%, TrxR1 substrate 7%[57.1 µM], USP1 inh inconclusive and Pin1 inhibitor -2%.
Screening Cc1cccc(NC(=O)N(C)Cc2cccs2)c1 returned rTrxR1 inhibitor -9%, GLS inhibitor -7%, HP1b binding inh 23%, PI4K2A inh 5, IDH1 R132H inh 4%, PGK inhibitor 2%, TrxR1 substrate -3%, USP1 inh -21% and Pin1 inhibitor 10%.
For Cc1nn2c(=O)cc(COC(=O)c3cccc(NC(=O)CCc4ccccc4)c3)nc2s1 the results were rTrxR1 inhibitor 0%[57.1 µM], GLS inhibitor 2%, HP1b binding inh 36%, PI4K2A inh -1, IDH1 R132H inh 1%, PGK inhibitor 12%, TrxR1 substrate 1%[57.1 µM], USP1 inh -1% and Pin1 inhibitor inconclusive.
`COc1ccc2cc(CCN3C(=O)c4ccccc4C3=O)c(=O)[nH]c2c1` gave rTrxR1 inhibitor 27%, GLS inhibitor -1%, HP1b binding inh 28%, PI4K2A inh -3, IDH1 R132H inh -7%, PGK inhibitor -8%, TrxR1 substrate 5%, USP1 inh inconclusive and Pin1 inhibitor 4%.
CCc1nc2c(c(=O)c3ccccc3n2C)c(=O)n1-c1ccc(F)cc1 was read as rTrxR1 inhibitor 14%[57.1 µM], GLS inhibitor 8%, HP1b binding inh 17%, PI4K2A inh 0, IDH1 R132H inh 7%, PGK inhibitor inactive, TrxR1 substrate 11%[57.1 µM], USP1 inh -23% and Pin1 inhibitor 13%.
`Cc1ccc(C(=O)Oc2ccc3ccc(=O)oc3c2)cc1` gave rTrxR1 inhibitor 17%, GLS inhibitor -5%, HP1b binding inh 57%[activator], PI4K2A inh -2, IDH1 R132H inh 9%, PGK inhibitor -1%, TrxR1 substrate 14%, USP1 inh -21% and Pin1 inhibitor 13%.
For CNC(=S)N1CCN(c2cccc(OC)c2)CC1 the results were rTrxR1 inhibitor -6%, GLS inhibitor 30%, HP1b binding inh 28%, PI4K2A inh 1, IDH1 R132H inh 8%, PGK inhibitor -2%, TrxR1 substrate 0%, USP1 inh -15% and Pin1 inhibitor 1%.
Screening COc1ccc(-c2cc(C(F)(F)F)nc(SCC(=O)NCc3ccc(OC)c(OC)c3)n2)cc1 returned rTrxR1 inhibitor -5%, GLS inhibitor -2%, HP1b binding inh 53%[activator], PI4K2A inh 3, IDH1 R132H inh 12%, PGK inhibitor inactive, TrxR1 substrate -6%, USP1 inh -19% and Pin1 inhibitor 2%.
Cc1nc(-c2cccc(S(=O)(=O)N3CC(C)CC(C)C3)c2)cs1 (centres undefined) was read as rTrxR1 inhibitor 9%, GLS inhibitor -6%, HP1b binding inh 55%[activator], PI4K2A inh 0, IDH1 R132H inh 6%, PGK inhibitor inactive, TrxR1 substrate -1%, USP1 inh -30% and Pin1 inhibitor -9%.
Screening CCSc1nc(O)c(C2OC(=O)c3c2ccc(OC)c3OC)c(=O)n1-c1ccccc1 (centres undefined) returned rTrxR1 inhibitor 7%, GLS inhibitor 2%, HP1b binding inh 41%[activator], PI4K2A inh -9, IDH1 R132H inh 4%, PGK inhibitor -7%, TrxR1 substrate 8%, USP1 inh -9% and Pin1 inhibitor 2%.
`Cc1cc(C)c(C#N)c(SCCS(=O)(=O)Cc2ccccc2)n1` gave rTrxR1 inhibitor 8%, GLS inhibitor 4%, HP1b binding inh 14%, PI4K2A inh 0, IDH1 R132H inh 3%, TrxR1 substrate 5%[57.1 µM], USP1 inh -7% and Pin1 inhibitor 0%.
O=C(c1cccs1)N1CCCc2cc(NS(=O)(=O)c3ccc(Br)cc3)ccc21 was read as rTrxR1 inhibitor 9%[57.1 µM], GLS inhibitor 0%, HP1b binding inh -7%, PI4K2A inh -1, IDH1 R132H inh -19%, PGK inhibitor -3%, TrxR1 substrate 0%[57.1 µM], USP1 inh -27% and Pin1 inhibitor 15%.
CCC(=NC)C1=C(O)CC(c2ccccc2)CC1=O (centres undefined) was read as rTrxR1 inhibitor 6%[57.1 µM], GLS inhibitor -3%, HP1b binding inh 53%[activator], PI4K2A inh -9, IDH1 R132H inh 3%, PGK inhibitor inactive, TrxR1 substrate 6%[57.1 µM], USP1 inh -6% and Pin1 inhibitor 6%.

Screening data as filed in PubChem.
